Screens as filed in PubChem.
TEAD-YAP inh – TEAD-YAP interaction inhibition; HEK-TIYL cells, TEAD-Gal4/YAP UAS-luciferase luminescence; inhibition, % at 9.12 µM; 1.4% of 640,000 active; in the data active means inhibition above about 32%;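 further: 0% = median of test compound wells and 100% = reference inhibitor wells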
MITF inh – human MITF inhibition, primary screen. O75030. AlphaScreen MITF homodimerization, bead proximity signal. inhibition, % at 2.6 µM. 0.91% of 650,000 active. AID 1259374; in the data active means inhibition above about 50%;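 further: 0% = vehicle wells with protein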
GPR151 ag – activates the human receptor GPR151 | PathHunter beta-arrestin GPR151 cells, luminescence | activation, % at 11.2 µM | 1% of 650,000 active | AID 1508602; in the data active means activation above about 4.9%;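 further: 0% = median of compound wells and 100% = cells with positive control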
Target sequence (Q8TDV0 whole entry, looked up): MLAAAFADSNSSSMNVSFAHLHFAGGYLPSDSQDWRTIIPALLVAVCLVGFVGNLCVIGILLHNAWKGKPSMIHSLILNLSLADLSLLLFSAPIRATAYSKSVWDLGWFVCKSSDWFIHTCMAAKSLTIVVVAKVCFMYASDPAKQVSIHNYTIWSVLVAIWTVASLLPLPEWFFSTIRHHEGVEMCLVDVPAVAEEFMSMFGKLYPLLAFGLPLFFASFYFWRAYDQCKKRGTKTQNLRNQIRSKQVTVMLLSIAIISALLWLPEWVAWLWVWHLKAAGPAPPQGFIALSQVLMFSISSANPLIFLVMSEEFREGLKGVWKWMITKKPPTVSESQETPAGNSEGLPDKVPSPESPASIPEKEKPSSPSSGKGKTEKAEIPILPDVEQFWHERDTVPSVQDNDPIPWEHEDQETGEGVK
FBW7 activator – activators of human E3 ligase FBW7 | AlphaScreen FBW7–phospho-cyclin E peptide binding, activator screen | normalized activity (activation), % at 26.1 µM | AID 1259310 | Q969H0 | 0.13% of 650,000 active; in the data active means normalized activity above about 1.9%;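 further: purified mutant Fbw7 with reduced substrate affinity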
Target sequence (Q969H0 whole entry, looked up): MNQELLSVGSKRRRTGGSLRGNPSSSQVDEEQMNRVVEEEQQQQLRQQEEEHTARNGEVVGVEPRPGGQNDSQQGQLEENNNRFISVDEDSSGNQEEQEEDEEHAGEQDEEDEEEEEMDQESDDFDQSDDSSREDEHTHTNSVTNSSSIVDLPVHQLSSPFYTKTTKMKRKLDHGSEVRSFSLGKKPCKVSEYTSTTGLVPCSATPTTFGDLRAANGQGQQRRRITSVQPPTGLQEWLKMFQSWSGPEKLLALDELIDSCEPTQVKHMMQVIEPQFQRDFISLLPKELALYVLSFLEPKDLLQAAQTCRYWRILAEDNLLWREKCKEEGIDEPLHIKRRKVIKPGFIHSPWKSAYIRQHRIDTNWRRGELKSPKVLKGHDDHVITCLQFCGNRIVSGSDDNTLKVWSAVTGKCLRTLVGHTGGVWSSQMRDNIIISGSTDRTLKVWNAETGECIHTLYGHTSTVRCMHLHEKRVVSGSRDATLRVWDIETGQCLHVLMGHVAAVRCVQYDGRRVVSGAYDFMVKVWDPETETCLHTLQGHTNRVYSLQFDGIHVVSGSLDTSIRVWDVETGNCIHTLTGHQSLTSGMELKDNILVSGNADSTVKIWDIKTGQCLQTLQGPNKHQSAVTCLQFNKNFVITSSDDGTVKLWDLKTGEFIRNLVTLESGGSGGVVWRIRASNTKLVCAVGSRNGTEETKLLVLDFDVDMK
An asterisk follows results filed as active.

SMILES | TEAD-YAP inh | MITF inh | GPR151 ag | FBW7 activator
CCOc1ccc2cc(C3CC(c4ccccc4)=NN3C(=O)CCC(=O)O)c(Cl)nc2c1 (centres undefined) | 11.1 | 14.3 | 0.7 | 0.3
O=C(CN1CCCc2ccccc21)N/N=C/c1ccc(Cl)cc1 | 36.0* | -6.9 | 0.4 | 0.0
O=C(O)c1cccc(NCN2C(=O)c3ccccc3C2=O)c1 | -5.3 | -1.0 | -0.1 | 0.0
COc1ccc(N2CCN(C(c3ccco3)c3sc4ncnn4c3O)CC2)cc1 (centres undefined) | -0.6 | 8.2 | 2.7 | -0.1
Nc1nc(Cl)cc(Oc2ccc([N+](=O)[O-])cc2)n1 | -4.5 | 6.5 | 0.3 | 0.0
Cc1ccc(-c2ocnc2C(=O)Nc2nc(C)cs2)cc1 | -30.8 | -8.6 | -0.6 | -0.3
CCOc1cccc(C2CC(c3cccc(Br)c3)=NC(c3ccc(C)cc3)N2)c1O (centres undefined) | -9.2 | 9.9 | 0.4 | 0.0
OCCNc1nc2ccccc2n1Cc1ccccc1 | 1.6 | -1.6 | 0.5 | 0.1
CC1(C)CC(=O)C2=C(C1)Nc1ccccc1NC2c1ccc(-c2ccccc2)cc1 (centres undefined) | 21.3 | -0.6 | 1.9 | 0.0
COc1ccc([N+](=O)[O-])cc1NC(=O)C=C(C)C | 7.3 | 0.4 | -0.2 | -0.1
CCOC(=O)c1ccc(CN(Cc2ccccc2C)S(=O)(=O)c2ccc(Cl)cc2)cc1 | -0.2 | 8.1 | -1.2 | 0.1
CCN1CCc2c(sc(NC(=O)c3ccc(Br)s3)c2C(N)=O)C1 | -5.0 | -9.4 | 0.1 | 0.2
Cc1ccc(Cl)cc1NS(=O)(=O)c1ccc2[nH]c(=O)c(=O)[nH]c2c1 | 3.0 | 16.0 | 2.5 | 0.1
O=C(CCc1nnc(Cc2c[nH]c3ccccc23)o1)NC1Cc2ccccc2C1 | 6.0 | -0.6 | 1.1 | -0.1
Cn1c2ccccc2c2nnc(NCCCN3CCCCCC3)nc21 | -3.0 | -11.2 | 1.4 | 0.1
CCC(C)NC(=O)CCS(=O)(=O)c1ccc2c(c1)CCN2C(C)=O (centres undefined) | 3.0 | 0.4 | 0.2 | 0.1
O=C1CCCN1CCCn1c(SCc2ccccc2Cl)nc2ccccc2c1=O | 1.2 | 34.1 | -1.3 | 0.2
O=C1N[C@@H](Cc2cnc[nH]2)C(=O)N2CCN(Cc3ccc4ncccc4c3)C[C@H]12 | -13.9 | -11.9 | 0.2 | -0.1
CCC(Oc1ccccc1)C(=O)NCCCn1ccnc1 (centres undefined) | -7.5 | 32.8 | -0.9 | 0.6
O=C(Cn1ccn(-c2ccccc2)c(=O)c1=O)Nc1ccccc1F | -6.5 | -3.5 | -2.6 | -0.1
COc1ccc(CNc2ccnc3c(-c4ccccc4OC)cnn23)cc1 | -11.3 | 13.5 | -0.6 | 0.4
COc1ccc(CCNC(=O)CN(Cc2ccccc2)S(=O)(=O)c2ccc(OC)cc2)cc1 | 6.8 | 7.1 | 0.2 | 0.1
CCC(C)NC(=O)CN(c1ccccc1Cl)S(=O)(=O)c1ccc(C)cc1 (centres undefined) | -8.1 | -12.9 | 1.6 | 0.0
COCCCNC(=S)Nc1ccc2c(c1)CCC2 | -28.5 | -5.7 | 1.4 | -0.3
C[C@@H]1CN(C(=O)c2nc3sccn3c2CN(C)Cc2n[nH]c3c2CCCC3)C[C@H](C)O1 | -4.3 | 11.8 | -1.6 | 0.0
CC(C)Cn1c(N)c(C(=O)COC(=O)C2CC(=O)N(Cc3ccco3)C2)c(=O)n(C)c1=O (centres undefined) | -5.6 | 2.2 | 0.8 | -0.1
O=C(c1nc2ccccn2c1CN1CCC(c2ccncc2)CC1)N1CCOCC1 | -0.6 | -20.1 | 0.9 | 0.0
CCC(C)OC(=O)C1=C(C)NC2=C(C(=O)CC(c3ccc(OC)cc3)C2)C1c1cc2c(cc1[N+](=O)[O-])OCO2 (centres undefined) | -9.5 | 5.9 | -0.2 | -0.7
CN(CC1CCOCC1)C(=O)CC1C(=O)NCCN1CCc1ccccc1 (centres undefined) | 0.5 | 5.9 | 1.0 | -0.1
CC(C)(C)c1ccccc1OCCOCCBr | 1.9 | 21.5 | -0.9 | 0.1
O=C(NCCn1ccc2ccccc21)c1cccc(Br)c1 | -23.9 | -4.0 | 2.1 | 0.2
COc1cccc(NC(=O)Nc2nnc(CSc3ccc(Cl)cc3)s2)c1 | 1.6 | 1.2 | 4.1 | -0.2
COc1ccc(CNC(=O)c2nc(S(C)(=O)=O)ncc2Cl)cc1 | -15.6 | -15.8 | -2.3 | 0.0
COc1cc(/C=c2\sc3nc4c(C)c(C)ccc4n3c2=O)ccc1OCc1ccc(F)cc1 | -19.5 | 11.7 | 0.2 | 0.3
CCS(=O)(=O)c1ccc(O)c(N2C(=O)C3C4C=CC(C4)C3C2=O)c1 (centres undefined) | 4.3 | -2.4 | 0.6 | -0.1
COC(=O)c1c(N)sc(C(=O)N2CCCCC2)c1C | -8.2 | -2.8 | -0.6 | -0.1

Compounds shown so far with a nitro group on carbon (three):
SMILES | TEAD-YAP inh | MITF inh | GPR151 ag | FBW7 activator
Nc1nc(Cl)cc(Oc2ccc([N+](=O)[O-])cc2)n1 | -4.5 | 6.5 | 0.3 | 0.0
COc1ccc([N+](=O)[O-])cc1NC(=O)C=C(C)C | 7.3 | 0.4 | -0.2 | -0.1
CCC(C)OC(=O)C1=C(C)NC2=C(C(=O)CC(c3ccc(OC)cc3)C2)C1c1cc2c(cc1[N+](=O)[O-])OCO2 (centres undefined) | -9.5 | 5.9 | -0.2 | -0.7

Record cards (already shown). Order of screens: TEAD-YAP inh	MITF inh	GPR151 ag	FBW7 activator
Record of `CN(CC1CCOCC1)C(=O)CC1C(=O)NCCN1CCc1ccccc1` (centres undefined) → 0.5	5.9	1.0	-0.1
Record of `COc1ccc(CNC(=O)c2nc(S(C)(=O)=O)ncc2Cl)cc1` → -15.6	-15.8	-2.3	0.0
Record of `CCC(C)OC(=O)C1=C(C)NC2=C(C(=O)CC(c3ccc(OC)cc3)C2)C1c1cc2c(cc1[N+](=O)[O-])OCO2` (centres undefined) → -9.5	5.9	-0.2	-0.7
Record of `COc1cccc(NC(=O)Nc2nnc(CSc3ccc(Cl)cc3)s2)c1` → 1.6	1.2	4.1	-0.2
Record of `CC(C)Cn1c(N)c(C(=O)COC(=O)C2CC(=O)N(Cc3ccco3)C2)c(=O)n(C)c1=O` (centres undefined) → -5.6	2.2	0.8	-0.1

The list goes on:
SMILES | TEAD-YAP inh | MITF inh | GPR151 ag | FBW7 activator
COC(=O)CSC1=C(C#N)C(=O)NC(c2ccccc2)S1 (centres undefined) | 1.7 | -7.1 | -1.2 | 0.0
Cc1cccc(-n2c(CNC(=O)c3ccco3)nnc2SCC(=O)Nc2nc3ccccc3s2)c1 | 11.4 | 11.4 | -1.8 | 0.3
Cc1ccc(NC(=O)c2ccc(S(=O)(=O)NCc3cccnc3)cc2)cc1C | -9.3 | -3.4 | 1.6 | -0.2
Cc1ccc(CNC(=O)c2ccc(NCC3CCCO3)c([N+](=O)[O-])c2)cc1 (centres undefined) | 4.8 | 8.6 | -1.3 | 0.2
COC(=O)c1ccc2c(=O)n(CCN3CCOCC3)c(SCC(=O)N3CCN(c4ccccc4OC)CC3)nc2c1 | -0.4 | 4.4 | -0.5 | -0.2
Cc1cccc(Nc2nc(CC(=O)O)cs2)c1 | -11.6 | 19.5 | -0.3 | 0.0
O=C(CC(NS(=O)(=O)c1ccc(Br)cc1)c1ccco1)NCCc1ccccc1 (centres undefined) | -11.5 | 18.7 | -0.7 | 0.3
CC(=O)N1CCc2c(sc(NC(=O)c3ccccc3Br)c2C#N)C1 | 20.9 | 12.5 | -0.5 | 0.7
CC(C)CNC(=O)c1cc([N+](=O)[O-])cc([N+](=O)[O-])c1 | -11.9 | 0.1 | 0.2 | -0.1
Cc1ccsc1CNc1nc(C)c(-c2ccn(CCN(C)C)n2)s1 | -11.0 | 4.5 | -0.7 | 0.1
Cc1cc(N2CCOCC2)ccc1CN1CCC2(CC1)NC(=O)c1ccccc1O2 | 16.3 | 14.6 | -0.5 | 0.3
CCN(CC)c1ccc2c(N3CCOCC3)c(C=O)c(=O)oc2c1 | 4.5 | -11.8 | 0.8 | -0.1
O=C(c1ccccc1)N1N=C(c2ccc(Br)cc2)CC1c1ccc([N+](=O)[O-])cc1 (centres undefined) | 12.3 | -9.5 | -0.1 | 0.0
CCN1CCCC1CNC(=O)c1ccc2c(=O)n(Cc3cccc(Br)c3)c(=S)[nH]c2c1 (centres undefined) | -1.8 | 15.6 | -0.6 | 0.5
O=[N+]([O-])c1cc([N+](=O)[O-])c2cccnc2c1Nc1cccc2cccnc12 | 10.3 | 21.0 | -1.1 | -0.3
COc1ccc(OC)c(C2=C/C(=C/c3ccccc3)C(=O)O2)c1 | -2.5 | -11.1 | 1.0 | 0.1
O=C(c1cc(COc2cccc(C(F)(F)F)c2)on1)N1CCC(Oc2cccnc2)CC1 | -14.5 | 5.2 | 1.1 | -0.1
CCOc1ccc(-c2nc3sc4c(c3c(=O)[nH]2)CCCC4)cc1OCC | 6.0 | 7.8 | 1.2 | 0.0
COCCn1c(C)cc(/C=C(/C#N)c2cccc(F)c2)c1C | 1.3 | -6.2 | 3.8 | -0.1
CCCCOc1ccc(-c2nnn(CC(=O)Nc3cc([N+](=O)[O-])ccc3C)n2)cc1 | 1.7 | 3.9 | 1.5 | 0.0
CCN(CC1CCCO1)C1CCN(c2ccc(NC(=O)COc3ccccc3)cc2)CC1 (centres undefined) | -5.3 | 12.0 | -1.0 | 0.8
COc1cccc(C2=N/C(=C\c3ccccc3OC)C(=O)N2c2ccc(C)cc2)c1 | -1.1 | -7.0 | -0.4 | 0.0
Cc1cc(I)ccc1NC(=O)C1CCCN1Sc1ccccc1[N+](=O)[O-] (centres undefined) | -3.8 | 16.6 | 0.4 | 0.6
CCc1nnc2sc(-c3ccc(C)c(NC(=O)c4ccco4)c3)nn12 | 1.6 | 1.6 | 3.3 | -0.2
CC(=O)Nc1ccnn1C1CCN(Cc2c(F)cccc2Cl)CC1 | 10.6 | 7.7 | -2.3 | 0.3
Cc1nnc(N/N=C/c2ccccc2C(F)(F)F)[nH]c1=O | 3.8 | 19.5 | -2.7 | 0.3
CCc1ccc2oc(-c3ccc(C)c(NC(=O)c4cc(OC)c(OC)c(OC)c4)c3)nc2c1 | -2.9 | -1.3 | 1.3 | 0.0
O=c1c2ccc(O)cc2oc2cc(O)ccc12 | -2.2 | 13.1 | -1.5 | 0.2
COCCNC(=S)Nc1ccc(Cl)cc1 | -8.9 | -3.1 | -0.1 | -0.1
COc1cc(-c2nc3c(c(C)nn3-c3ccccc3)c3cc(OC)c(OC)cc23)ccc1O | 1.4 | 18.4 | 3.7 | 0.6
CCC(=O)N1c2ccc(S(=O)(=O)N(C)CCC#N)cc2CC1C (centres undefined) | -8.2 | -6.8 | -0.3 | -0.3
c1ccc(Oc2cccc(OCCCn3cncn3)c2)cc1 | 1.6 | 19.8 | -0.1 | -0.2
O=C(O/N=C(/c1ccccc1)c1ccncc1)c1cccc(F)c1 | -8.3 | 7.3 | -0.9 | 0.0
CCc1ccc(NC(=O)c2ccc(F)c(S(=O)(=O)N3CCN(c4cc(C)ccc4C)CC3)c2)cc1 | -8.6 | 2.6 | -1.5 | 0.1
NS(=O)(=O)c1ccc(N2C(=O)C(=O)/C(=C(/O)c3ccc(Cl)cc3)C2c2ccc([N+](=O)[O-])cc2)cc1 (centres undefined) | 2.0 | 6.9 | 0.5 | 0.3
Cc1noc(C)c1-c1nc(NCc2cccc(C(F)(F)F)c2)c2ncn(CCN3CCCC3=O)c2n1 | -7.3 | 11.1 | -0.7 | 0.2
COc1ccc(C(=O)n2nc(C)c(Sc3ccccc3)c2C)cc1 | -4.4 | -16.5 | -2.3 | 0.6
CC(C(=O)Nc1ccc(F)c(F)c1F)n1ncc(Cl)c(Cl)c1=O (centres undefined) | -4.6 | -8.9 | -1.6 | -0.1
Cc1cc(C)nc(-c2cccc3c2OC(CNC(=O)C2=CCCC2)C3)n1 (centres undefined) | 7.2 | 18.1 | -1.0 | 1.5
Cc1sc2ncnc(-n3ncc(C#N)c3N)c2c1C | -0.6 | 10.8 | -1.2 | -0.1
CSc1cccc(NC(=O)Cc2c(C(=O)O)[nH]c3ccccc23)c1 | 5.0 | 4.6 | 0.6 | 0.1
CCOc1ccccc1CN1CCNC(=O)C1CC(=O)N(C)Cc1csc(C)n1 (centres undefined) | -7.4 | 48.9 | 3.7 | 0.2
COc1cc(CN2CCC(S(=O)(=O)c3ccc(-c4ccco4)cc3)CC2)cc(OC)c1 | 2.1 | 11.6 | 0.9 | -0.1
O=c1oc(-c2nccc3ccccc23)nn1CCN1CCCCC1 | 4.7 | -4.2 | 0.2 | -0.1
COc1ccc(S(=O)(=O)N2CCN(C(=O)c3ccco3)CC2)cc1 | -2.1 | 1.4 | -1.3 | 0.1
COC(=O)c1c(NC(=S)NCc2cccnc2)sc(C)c1C | 1.1 | 7.0 | 0.5 | -0.2
O=C(N/N=C/c1cccs1)c1ccc([N+](=O)[O-])cc1 | -2.4 | -4.4 | 0.3 | -0.1
CSCCOC(=O)c1cc2c(C)nn(-c3ccccc3)c2s1 | -3.9 | 12.3 | 1.3 | 0.0
NC(=O)N(CC(=O)O)/N=C/C=C/c1ccc([N+](=O)[O-])o1 | 0.1 | 17.1 | 0.1 | -0.2
CCOC(=O)c1ccccc1NC(=O)C(CCSC)N1C(=O)c2ccccc2C1=O (centres undefined) | -10.3 | -2.4 | -1.2 | 0.0
C=CCNc1nc(Cl)nc(NCCCCCCC)n1 | 4.8 | 7.6 | 3.0 | 0.6
COc1ccccc1NC(=O)CN(c1ccccc1F)S(C)(=O)=O | 14.7 | 6.9 | 1.0 | 0.1
CCCn1cnc2sc(C(=O)Nc3ccc4c(c3)OCO4)c(C)c2c1=O | -52.9 | -8.8 | -2.9 | -0.1

Compounds as they come (roughly 3.4% active in at least one column).
